Screening data deposited in PubChem by Sanford-Burnham Center for Chemical Genomics.
MPTP inh – permeability transition pore inhibition | isolated mouse mitochondria, Ca2+ swelling absorbance, 30 min | inhibition, % at 10 µM | 1.4% of 360,000 active | AID 602449;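 active = inhibition of 50% or more, scaled per plate between neutral and stimulator controls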;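 also: 0% = DMSO wells given calcium and 100% = 1 mM EGTA wells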
hIAP act – human IAP activation; P09923; purified human IAP, CDP-Star luminescence, 30 min; hits give high values; 1 = vehicle-only enzyme, 0 = enzyme-free background; activation factor at 10 µM; 0.16% of 330,000 active; AID 2524;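 active = activation factor of the enzyme at least 2-fold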; also: the source names both 10 and 20 µM as test concentration; values of inactives mirror those of a sister screen read the other way
Target sequence (P09923 whole entry, looked up): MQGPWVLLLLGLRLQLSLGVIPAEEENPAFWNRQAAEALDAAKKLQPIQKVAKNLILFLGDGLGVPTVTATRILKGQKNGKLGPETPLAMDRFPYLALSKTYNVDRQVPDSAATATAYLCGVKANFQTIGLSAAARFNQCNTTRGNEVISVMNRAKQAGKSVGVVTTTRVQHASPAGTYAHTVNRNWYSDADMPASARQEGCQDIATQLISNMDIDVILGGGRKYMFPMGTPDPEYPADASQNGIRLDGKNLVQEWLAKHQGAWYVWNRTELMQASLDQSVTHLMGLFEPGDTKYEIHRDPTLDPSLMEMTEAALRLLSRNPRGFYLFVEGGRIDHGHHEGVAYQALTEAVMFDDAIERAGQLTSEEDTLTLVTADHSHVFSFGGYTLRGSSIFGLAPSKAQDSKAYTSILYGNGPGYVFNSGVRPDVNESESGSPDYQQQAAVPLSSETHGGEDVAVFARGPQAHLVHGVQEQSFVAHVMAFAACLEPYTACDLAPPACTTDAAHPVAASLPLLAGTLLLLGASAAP
mIAP inh – mouse IAP inhibition; purified mouse IAP, CDP-Star luminescence, 30 min; inhibition, % at 10 µM; 0.2% of 330,000 active; AID 2806;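 active = inhibition of at least 40% at 10 µM in the primary screen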;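 also: plate controls were DMSO with enzyme for no effect and no enzyme wells for full effect; values of inactives mirror those of a sister screen read the other way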
A3A deaminase – blocks human APOBEC3A ssDNA deamination | P31941 | recombinant A3A, FAM/TAMRA ssDNA deamination fluorescence | inhibition, % at 20 µM | 0.41% of 330,000 active;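 active = at least 40% inhibition at 20 µM here, with at most 30% in a related deaminase screen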;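 also: plate controls were A3A with DMSO for no effect and wells lacking A3A enzyme for full effect; some results filed as inactive read as strong as hits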
APOBEC3G inh – inhibitors of human APOBEC3G DNA deaminase | recombinant A3G, ssDNA deamination FAM/TAMRA fluorescence | inhibition, % at 20 µM | 0.28% of 330,000 active | AID 493012;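 active = inhibition of at least 40% at 20 µM, with no more than 30% in the related APOBEC3A deaminase screen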;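 also: plate controls were DMSO wells with A3G for no effect and wells lacking A3G enzyme for full effect; some compounds called inactive have numbers as strong as hits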
Target sequence (Q9HC16 whole entry, looked up): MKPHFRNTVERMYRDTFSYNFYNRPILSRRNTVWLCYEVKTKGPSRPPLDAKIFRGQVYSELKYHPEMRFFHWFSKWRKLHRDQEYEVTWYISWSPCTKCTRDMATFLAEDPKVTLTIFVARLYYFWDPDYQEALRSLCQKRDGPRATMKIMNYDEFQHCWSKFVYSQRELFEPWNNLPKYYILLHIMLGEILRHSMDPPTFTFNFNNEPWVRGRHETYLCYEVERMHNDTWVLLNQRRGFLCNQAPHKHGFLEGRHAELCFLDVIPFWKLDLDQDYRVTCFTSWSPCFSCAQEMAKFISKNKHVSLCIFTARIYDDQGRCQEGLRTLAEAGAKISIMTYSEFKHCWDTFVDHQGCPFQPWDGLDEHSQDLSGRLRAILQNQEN
ATG4B inh – inhibitors of human ATG4B cysteine protease | ATG4B cleavage of LC3-PLA2, NBD-HPC fluorescence, 1 h | 0.51% of 340,000 active | Q9Y4P1 | inhibition, % at 8.33 µM | AID 504462; in the data active = inhibition above about 40%
MIN6 prolif – inducers of beta-cell replication in MIN6 cells; proliferation, % at 10 µM; 0.29% of 330,000 active; MIN6 cells proliferation, ATPlite luminescence, 48 h; cells starved in 0.2% serum; 100% = growth in 10% serum; AID 2380;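 active = compounds whose signal lies at least 3.5 SD above the mean of all wells on their plate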;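 also: 0% = DMSO-treated cells in low-serum medium and 100% = 10% serum control; some compounds called inactive have numbers as strong as hits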
hIAP inh – blocks human intestinal alkaline phosphatase | P09923 | purified IAP, CDP-Star luminescence, 30 min | inhibition, % at 10 µM | 0.12% of 330,000 active;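 active = inhibition reaching a set limit with compound at 10 µM in the primary screen, cut at about 35% in these data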;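 also: plate controls were DMSO wells with enzyme for no effect and no-enzyme buffer wells for full effect; values of inactives mirror those of a sister screen read the other way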
mIAP act – increases mouse intestinal alkaline phosphatase activity. activation factor at 10 µM. AID 2805. muIAP, CDP-Star luminescence, 30 min; hits give high values; 1 = vehicle-only enzyme signal, 0 = enzyme-free wells. 0.24% of 330,000 active;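 active = activation factor of at least 2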; also: the source names both 10 and 20 µM as test concentration; values of inactives mirror those of a sister screen read the other way
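Assay system: mouse IAP enzyme; reagent: chemiluminescent substrate CDP-Star; dosing: test compounds delivered from DMSO solution; schedule: 30 min at room temperature; measured by: luminescence from enzymatic CDP-Star hydrolysis; controls: DMSO-only wells and no-enzyme negative control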
Starred values were filed as active, the others as inactive.

Screening O=C(CCNS(=O)(=O)c1ccc(OC(F)(F)F)cc1)N1CCN(C/C=C/c2ccccc2)CC1 returned MPTP inh -0.2, hIAP act 1.1, mIAP inh 8, A3A deaminase -4, APOBEC3G inh -6, ATG4B inh -20, MIN6 prolif -2, hIAP inh -8 and mIAP act 0.93.
For O=C(N1CCN(c2ccccc2)CC1)C1(c2cccs2)CCOCC1 the results were MPTP inh 10, hIAP act 1.1, mIAP inh -1, A3A deaminase -3, APOBEC3G inh -2, ATG4B inh 1, MIN6 prolif 0, hIAP inh -8 and mIAP act 1.
For CN(C)c1ccc(NC(=O)CSc2nnc(-c3ccco3)c(-c3ccco3)n2)cc1 the results were MPTP inh 2.2, hIAP act 0.86, mIAP inh 49*, A3A deaminase 11, APOBEC3G inh 19, ATG4B inh -4, MIN6 prolif 1, hIAP inh 14 and mIAP act 0.51.
For Fc1ccc(-c2cc(C(F)(F)C(F)F)[nH]n2)cc1 the results were MPTP inh 11, hIAP act 0.83, mIAP inh 2, A3A deaminase 3, APOBEC3G inh -2, ATG4B inh 4, MIN6 prolif 0, hIAP inh 17 and mIAP act 0.98.
`O=C(N/C(=C\c1ccc(Cl)cc1)C(=O)N1CCOCC1)c1ccco1` gave MPTP inh 0.1, hIAP act 0.96, mIAP inh -3, A3A deaminase -3, APOBEC3G inh -7, ATG4B inh -7, MIN6 prolif 3, hIAP inh 4 and mIAP act 1.
CC1CCCCN1S(=O)(=O)c1ccc(NC(=O)CSc2nnnn2C)cc1 (stereo not drawn) was read as MPTP inh -1.0, hIAP act 1, mIAP inh 11, A3A deaminase 0, APOBEC3G inh 0, ATG4B inh 4, MIN6 prolif -3, hIAP inh -2 and mIAP act 0.89.
`CNC(=O)NC(=O)CSc1nnc(-c2ccco2)n1-c1ccccc1` gave MPTP inh 0.2, hIAP act 1.2, mIAP inh -1, A3A deaminase 1, APOBEC3G inh -6, ATG4B inh 0, MIN6 prolif 1, hIAP inh -16 and mIAP act 1.
Screening CC(=O)Nc1ccc(NC(=O)Nc2cccc3ccccc23)cc1 returned MPTP inh 0.6, hIAP act 1.2, mIAP inh -50, A3A deaminase 1, APOBEC3G inh -5, ATG4B inh -2, MIN6 prolif 2, hIAP inh -21 and mIAP act 1.5.
For c1ccc2c(c1)nnn2Cc1nnc2sc(-c3ccncc3)nn12 the results were MPTP inh -1.8, hIAP act 0.82, mIAP inh -5, A3A deaminase 3, APOBEC3G inh 20, ATG4B inh -7, MIN6 prolif 0, hIAP inh 18 and mIAP act 1.
`Cc1cccc(OCCC(=O)N(C)CC(=O)Nc2cccc3ccccc23)c1` gave MPTP inh 0.0, hIAP act 0.95, mIAP inh 9, A3A deaminase 1, APOBEC3G inh -5, ATG4B inh -7, MIN6 prolif -3, hIAP inh 5 and mIAP act 0.91.
`COc1ccccc1C(=O)NC(=O)CSc1nnc(N)s1` gave MPTP inh -1.5, hIAP act 1.1, mIAP inh 12, A3A deaminase -2, APOBEC3G inh -3, ATG4B inh -9, MIN6 prolif 4, hIAP inh -14 and mIAP act 0.88.
CCC(C(=O)Nc1cccnc1)n1c(=O)[nH]c2ccccc2c1=O (stereo not drawn) was read as MPTP inh -2.4, hIAP act 1.1, mIAP inh -3, A3A deaminase 3, APOBEC3G inh -1, ATG4B inh -9, MIN6 prolif 0, hIAP inh -11 and mIAP act 1.
`CCN(CC)S(=O)(=O)c1nnc(NC(=O)c2ccco2)s1` gave MPTP inh 0.5, hIAP act 1.1, mIAP inh -2, A3A deaminase -2, APOBEC3G inh -7, ATG4B inh 13, MIN6 prolif -2, hIAP inh -6 and mIAP act 1.
CCOC(=O)CN1C(=O)N[C@@H](c2cccs2)C(C(=O)OC)=C1C was read as MPTP inh -1.8, hIAP act 0.92, mIAP inh -10, A3A deaminase 1, APOBEC3G inh 3, ATG4B inh 6, MIN6 prolif -3, hIAP inh 8 and mIAP act 1.1.
`O=C(CNC(=O)[C@@H]1Cc2ccccc2CN1)Nc1ccc2c(c1)OCCO2` gave MPTP inh -0.2, hIAP act 1.2, mIAP inh 0, A3A deaminase -1, APOBEC3G inh 1, ATG4B inh -8, MIN6 prolif 0, hIAP inh -18 and mIAP act 1.
`COC(=O)c1ccc(C)c(NC(=O)CN(c2ccc3c(c2)OCO3)S(C)(=O)=O)c1` gave MPTP inh -0.1, hIAP act 0.95, mIAP inh -2, A3A deaminase -4, APOBEC3G inh -10, ATG4B inh 3, MIN6 prolif -3, hIAP inh 5 and mIAP act 1.
Screening CCc1nc2ccc(Cc3ccc4nc(CC)[nH]c4c3)cc2[nH]1 returned MPTP inh -1.6, hIAP act 1.4, mIAP inh -10, A3A deaminase 0, APOBEC3G inh -4, ATG4B inh 9, MIN6 prolif -3, hIAP inh -42 and mIAP act 1.1.
For Cc1ccc(NS(=O)(=O)Cc2ccccc2)cc1Cl the results were MPTP inh 1.0, hIAP act 0.93, mIAP inh 0, A3A deaminase -1, APOBEC3G inh -5, ATG4B inh 2, MIN6 prolif -1, hIAP inh 7 and mIAP act 1.
For OCCNc1nc(N2CCOCC2)nc(N2CCOCC2)n1 the results were MPTP inh -1.1, hIAP act 0.97, mIAP inh 8, A3A deaminase -3, APOBEC3G inh -5, ATG4B inh 6, MIN6 prolif 2, hIAP inh 3 and mIAP act 0.92.
For Cn1cnnc1SCC(=O)Nc1cccc(C(=O)O)c1 the results were MPTP inh 0.3, hIAP act 1, mIAP inh 12, A3A deaminase 1, APOBEC3G inh -5, ATG4B inh -2, MIN6 prolif -3, hIAP inh -3 and mIAP act 0.89.
`O=C(OCC(=O)N1CCC(Cc2ccccc2)CC1)c1cc(Cl)ccc1O` gave MPTP inh -0.5, hIAP act 0.76, mIAP inh -3, A3A deaminase -1, APOBEC3G inh -6, ATG4B inh 12, MIN6 prolif -6, hIAP inh 24 and mIAP act 1.
Screening CCOc1cc(S(=O)(=O)n2ccnc2)ccc1Br returned MPTP inh -0.4, hIAP act 0.9, mIAP inh 9, A3A deaminase 0, APOBEC3G inh -2, ATG4B inh -4, MIN6 prolif -2, hIAP inh 10 and mIAP act 0.91.
For CCOc1ccc(/C=N/NC(=O)c2ccc(CSc3nc4ccccc4[nH]3)cc2)cc1 the results were MPTP inh 2.1, hIAP act 1.2, mIAP inh 2, A3A deaminase 2, APOBEC3G inh -9, ATG4B inh -9, MIN6 prolif -4, hIAP inh -21 and mIAP act 0.98.
`O=C(NCCN1CCNCC1)c1ccccn1` gave MPTP inh 0.6, hIAP act 0.91, mIAP inh 7, A3A deaminase 2, APOBEC3G inh -6, ATG4B inh 4, MIN6 prolif -1, hIAP inh 9 and mIAP act 0.93.
`CCOc1ccccc1CN1CCNC(=O)C1CC(=O)NCCc1ccccn1` (stereo not drawn) gave MPTP inh -0.2, hIAP act 0.98, mIAP inh -2, A3A deaminase 0, APOBEC3G inh -7, ATG4B inh -1, MIN6 prolif 2, hIAP inh 2 and mIAP act 1.
`Cc1ccc(C)c(N2C(=O)CC(Cc3ccc(Br)cc3)C2=O)c1` (stereo not drawn) gave MPTP inh 0.9, hIAP act 0.9, mIAP inh -2, A3A deaminase -8, APOBEC3G inh 2, ATG4B inh -13, MIN6 prolif -2, hIAP inh 10 and mIAP act 1.
CCCCOc1ccc(Nc2nc(C)cc(C)c2C#N)cc1 was read as MPTP inh 2.5, hIAP act 1.3, mIAP inh -2, A3A deaminase 0, APOBEC3G inh -3, ATG4B inh 9, MIN6 prolif 1, hIAP inh -29 and mIAP act 1.
`Cc1cccc(C)c1NC(=S)NCCc1ccc(O)c(O)c1` gave MPTP inh 0.6, hIAP act 0.99, mIAP inh 14, A3A deaminase 3, APOBEC3G inh -11, ATG4B inh 9, MIN6 prolif -5, hIAP inh 1 and mIAP act 0.86.
`CCCNC(=O)COc1coc(CN2CCN(c3ccccc3OC)CC2)cc1=O` gave MPTP inh -0.4, hIAP act 1.1, mIAP inh -1, A3A deaminase 0, APOBEC3G inh -2, ATG4B inh -4, MIN6 prolif -2, hIAP inh -12 and mIAP act 1.
`S=c1[nH]nc(CSc2nc3ccccc3s2)o1` gave MPTP inh -0.6, hIAP act 1.1, mIAP inh 10, A3A deaminase -3, APOBEC3G inh 26, ATG4B inh -13, MIN6 prolif 0, hIAP inh -8 and mIAP act 0.9.
`CC(=O)c1ccccc1N(C(=O)c1ccco1)C(C(=O)NC1CCCC1)c1ccc(C)cc1` (stereo not drawn) gave MPTP inh -0.8, hIAP act 0.92, mIAP inh 2, A3A deaminase -3, APOBEC3G inh -11, ATG4B inh -1, MIN6 prolif 6, hIAP inh 8 and mIAP act 0.98.
Screening Nc1nn(-c2ccccc2)nc1C(=O)OCc1ccccc1F returned MPTP inh 5.6, hIAP act 1.1, mIAP inh -8, A3A deaminase -5, APOBEC3G inh -2, MIN6 prolif -3, hIAP inh -8 and mIAP act 1.1.
For CCCC(=O)NCCCc1nc2ccccc2n1CCC the results were MPTP inh -0.2, hIAP act 1.1, mIAP inh 4, A3A deaminase 4, APOBEC3G inh -3, ATG4B inh -2, MIN6 prolif -1, hIAP inh -15 and mIAP act 0.96.
CCN(CC)CCOC(=O)c1cccc2c1-c1ccccc1C2O (stereo not drawn) was read as MPTP inh 2.2, hIAP act 1.1, mIAP inh -8, A3A deaminase 1, APOBEC3G inh -4, ATG4B inh -2, MIN6 prolif 0, hIAP inh -11 and mIAP act 1.1.
O=C1C=C(c2ccc(-c3ccccc3)cc2)C[C@@H](c2ccc3c(c2)OCO3)C1 was read as MPTP inh -0.5, hIAP act 0.85, mIAP inh 13, A3A deaminase -5, APOBEC3G inh -8, ATG4B inh 1, MIN6 prolif 1, hIAP inh 15 and mIAP act 0.87.
Cc1ccc2oc(=O)c3cnn(CC(=O)N4CCCc5ccccc54)c3c2c1 was read as MPTP inh 0.5, hIAP act 0.94, mIAP inh 5, A3A deaminase 2, APOBEC3G inh 2, ATG4B inh -1, MIN6 prolif 3, hIAP inh 6 and mIAP act 0.95.
For O=Cc1cc([N+](=O)[O-])ccc1N1CCN(Cc2ccc3c(c2)OCO3)CC1 the results were MPTP inh -0.1, hIAP act 0.94, mIAP inh 14, A3A deaminase -1, APOBEC3G inh -4, ATG4B inh 8, MIN6 prolif -4, hIAP inh 6 and mIAP act 0.86.

4 structures from above, sorted by length of the SMILES, smallest number first:
Screening Nc1nn(-c2ccccc2)nc1C(=O)OCc1ccccc1F returned MPTP inh 5.6, hIAP act 1.1, mIAP inh -8, A3A deaminase -5, APOBEC3G inh -2, MIN6 prolif -3, hIAP inh -8 and mIAP act 1.1.
CCN(CC)CCOC(=O)c1cccc2c1-c1ccccc1C2O (stereo not drawn) was read as MPTP inh 2.2, hIAP act 1.1, mIAP inh -8, A3A deaminase 1, APOBEC3G inh -4, ATG4B inh -2, MIN6 prolif 0, hIAP inh -11 and mIAP act 1.1.
O=C1C=C(c2ccc(-c3ccccc3)cc2)C[C@@H](c2ccc3c(c2)OCO3)C1 was read as MPTP inh -0.5, hIAP act 0.85, mIAP inh 13, A3A deaminase -5, APOBEC3G inh -8, ATG4B inh 1, MIN6 prolif 1, hIAP inh 15 and mIAP act 0.87.
`CC(=O)c1ccccc1N(C(=O)c1ccco1)C(C(=O)NC1CCCC1)c1ccc(C)cc1` (stereo not drawn) gave MPTP inh -0.8, hIAP act 0.92, mIAP inh 2, A3A deaminase -3, APOBEC3G inh -11, ATG4B inh -1, MIN6 prolif 6, hIAP inh 8 and mIAP act 0.98.
